# MBNL1 CUG block – qHTS Assay for Inhibitors of MBNL1-poly(CUG) RNA binding. Muscleblind-like protein 1 (Homo sapiens), Q9NR56. TR-FRET MBNL1-His/biotin-(CUG)12 binding, 665/545 ratio. Potency, µM (doses to about 57.5 µM), for the others: at the top dose activity change, negative = inhibition, usual class: inhibitors. 280,000 compounds, 0.036% hits. AID 2675, 2010; active = well fitted inhibition curve with a large enough effect in the signal ratio, with a control signal flat, not every such curve was filed as active; inconclusive = small, poorly fitted or top-dose-only effect, or effect the other way, or a change in a side signal; inactive = no such curve, though single readings can be large or run the other way; the % refers to the signal ratio; also: % is scaled to controls: 0 for no effect and ±100 for the full control effect
# Target sequence (Q9NR56 whole entry, looked up): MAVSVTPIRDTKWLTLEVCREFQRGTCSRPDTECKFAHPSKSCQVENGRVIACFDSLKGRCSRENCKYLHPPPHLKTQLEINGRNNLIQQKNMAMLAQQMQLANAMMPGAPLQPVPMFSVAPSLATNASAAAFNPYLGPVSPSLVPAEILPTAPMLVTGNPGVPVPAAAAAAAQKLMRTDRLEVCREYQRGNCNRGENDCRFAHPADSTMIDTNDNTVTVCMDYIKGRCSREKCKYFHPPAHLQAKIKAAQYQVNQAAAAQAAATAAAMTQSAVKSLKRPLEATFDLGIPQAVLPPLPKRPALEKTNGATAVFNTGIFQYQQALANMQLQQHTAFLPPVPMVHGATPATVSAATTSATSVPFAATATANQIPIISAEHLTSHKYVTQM
#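 Ratiometric TR-FRET (665 over 545 nm, excitation 340 nm) tracks disruption of MBNL1-His/biotin-(CUG)12 complex after 60 min at room temperature, with compounds at 92 nM to 58 uM final.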
# BRCA1 expr up – qHTS Assay to Identify Small Molecule Activators of BRCA1 Expression. MCF7-BRCA1-FFLuc reporter, luminescence, 48 h; response scale: scaled: vehicle 0%, 10 µM genistein 100%. Potency, µM (series often up to 46.1 µM), without a hit: top-dose activation, actives largely listed as activators. 380,000 compounds, 1.1% hits. AID 624202, 2012; also: nearly all actives have a fitted effect of over 80% in size; some results filed as inactive show a strong effect at the top dose
#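 First, MCF7-BRCA1-FFLuc cells (2000/well) attach for 2 h; next, compounds are pin-added and incubated 48 h at 37 °C; finally, luciferase reagent is added and luminescence read after 15 min.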
# p53 reactivator – qHTS assay for re-activators of p53 using a Luc reporter. H1299 p53-A138V BP100-luciferase reporter, luminescence, 24 h. Potency, µM (series often up to 92.2 µM), for the others: top-dose activity change, positive = activation, actives largely listed as activators. 320,000 compounds, 0.063% hits; also: % of control where 0% means no effect; nearly all actives have a fitted effect of over 45% in size
#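 H1299 (p53-null), stable ts p53-A138V + BP100-Luc; 1000 cells/well, Opti-MEM/10% FBS; cpd 4 pt, 1:5; 24 h, 37 deg C, 5% CO2; detection reagent 10 min RT; luminescence.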
# Rab9 prom act – qHTS Assay for Rab9 Promoter Activators | 320,000 compounds, 2.8% hits | Potency, µM (doses to about 9.22 µM), for the others: at the highest dose activation, negative = inhibition, most hits filed as activators | Huh7 Rab9 promoter-luciferase reporter, luminescence, 24 h | AID 485297, 2010; also: % of control where 0% means no effect; nearly all actives have a fitted effect of over 60% in size
#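 Cells were plated at 1500 per well in reduced-serum medium with 10% FBS and left 2 h. Compound in DMSO was then added for 24 h at 37 °C. Reporter signal was read by luminescence after 10 min with luciferase detection reagent.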
# uPA surface inh – qHTS for Inhibitors of Cell Surface uPA Generation; cell surface uPA generation assay, qHTS; Potency, µM (highest dose often 38.3 µM), inactives show at the highest dose activity change, negative = inhibition, actives largely listed as inhibitors; 330,000 compounds, 0.31% hits; AID 540303, 2011; active = well fitted inhibition curve with a large enough effect; inconclusive = small, poorly fitted or top-dose-only effect; inactive = no such curve, though single readings can be large or run the other way; tested in mouse RAW 264.7 cells; also: % is scaled to controls: 0 for no effect and ±100 for the full control effect; nearly all actives have a fitted effect of over 55% in size
# FLuc modulator – qHTS profiling assay for firefly luciferase inhibitor/activator using purifed enzyme and Km concentrations of substrates (counterscreen for miR-21 project) | Luciferin 4-monooxygenase (Photinus pyralis), P08659 | purified FLuc, Km substrates, luminescence inhibition | Potency, µM (series often up to 57.5 µM), inactives show at the top dose activity change, negative = inhibition, hits mostly inhibitors | 360,000 compounds, 6.9% hits | AID 588342, 2011;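 also: plate controls were vehicle for no effect and reference inhibitor for full effect; nearly all actives have a fitted effect of over 55% in size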
#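 Purified P. pyralis luciferase (10nM final) with 10uM D-luciferin and 10uM ATP (Km levels) in 50mM Tris acetate pH 7.5, 10mM Mg acetate, 0.01% Tween-20, 0.05% BSA; qHTS 6-point titration, ~60 µM downward; luminescence read.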
# NPC1 prom act – qHTS Assay for NPC1 Promoter Activators | Huh7 NPC1 promoter luciferase reporter, 24 h | Potency, µM (titrated, usually from 9.22 µM), for inactives: at the top dose activation, usual class: activators | 320,000 compounds, 2.4% hits | AID 485313, 2010;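 also: % of control where 0% means no effect; nearly all actives have a fitted effect of over 60% in size; reporter is driven by a mutant NPC1 promoter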
#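 In 1536-well qHTS, Huh7 cells harboring an NPC1 promoter–luciferase construct received compound for 24 h; activation was quantified by luminescence following luciferase reagent addition.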
# ELG1 genotox – qHTS screen for small molecules that induce genotoxicity in human embryonic kidney (HEK293T) cells expressing luciferase-tagged ELG1; HEK293T ELG1-luciferase reporter, luminescence, 16 h; 330,000 compounds, 1.3% hits; AID 504466, 2011; Potency, µM (highest dose often 46 µM), for inactives: at the highest dose activity change, positive = activation, hits mostly activators; also: % of control where 0% means no effect; nearly all actives have a fitted effect of over 60% in size
#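 DMSO vehicle served as control against compound-treated ELG1-luciferase HEK293T cells; exposure lasted 16 hr at 37 °C and 5% CO2, followed by ONE-Glo luminescence detection after 30 min.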
# RORg inh – qHTS for inhibitors of ROR gamma transcriptional activity; 310,000 compounds, 5.4% hits; Nuclear receptor ROR-gamma (Mus musculus), P51450; Potency, µM (titrated, usually from 53.6 µM), without a hit: top-dose activity change, negative = inhibition, hits mostly inhibitors; Drosophila S2 Gal4-RORgamma UAS-luciferase reporter, 20 h; also: % is scaled to controls: 0 for no effect and ±100 for the full control effect; nearly all actives have a fitted effect of over 60% in size
# Target sequence (P51450 whole entry, looked up, the tested form may be a part): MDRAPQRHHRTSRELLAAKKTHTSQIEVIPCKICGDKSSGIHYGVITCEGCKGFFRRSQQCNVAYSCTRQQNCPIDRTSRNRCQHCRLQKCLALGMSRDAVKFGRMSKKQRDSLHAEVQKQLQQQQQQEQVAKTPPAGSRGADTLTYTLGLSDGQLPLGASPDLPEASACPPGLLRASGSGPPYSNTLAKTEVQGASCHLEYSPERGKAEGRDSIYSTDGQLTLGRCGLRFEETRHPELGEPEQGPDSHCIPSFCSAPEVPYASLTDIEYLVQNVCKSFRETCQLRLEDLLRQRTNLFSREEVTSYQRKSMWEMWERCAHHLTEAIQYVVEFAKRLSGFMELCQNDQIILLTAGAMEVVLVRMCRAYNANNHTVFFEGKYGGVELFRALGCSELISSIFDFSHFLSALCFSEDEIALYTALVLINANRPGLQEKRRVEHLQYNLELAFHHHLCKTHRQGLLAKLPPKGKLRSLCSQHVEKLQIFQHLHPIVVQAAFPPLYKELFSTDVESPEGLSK
#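 In this cell-based reporter format, copper sulfate (700 uM final) drives Gal4–ROR gamma fusion expression from a metallothionein promoter in Drosophila Schneider cells; compounds preincubated 1 hr, reporter read after 20 hr at ambient temperature.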
# Gal4-VP16 FLuc – VP16 counterscreen qHTS for inhibitors of ROR gamma transcriptional activity | Drosophila S2 Gal4-VP16 UAS-luciferase, luminescence, 20 h | Potency, µM (series often up to 53.6 µM), inactives show at the highest dose activity, negative = inhibition, most hits filed as inhibitors | 310,000 compounds, 3.5% hits;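 also: Gal4-VP16 expression switched on by copper sulfate through the metallothionein promoter; % is scaled to controls: 0 for no effect and ±100 for the full control effect; nearly all actives have a fitted effect of over 50% in size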
# Numbers without * were called inactive; ? = inconclusive; / = no result given; [ ] = remark or other dose. Unless noted, calls follow the shape of the dose curve; as a rule, active = well fitted curve in the direction sought with a large enough effect; inconclusive = small, poorly fitted or top-dose-only effect, or another doubt; inactive = no such curve, though single readings can be large; an effect the other way counts as inactive or inconclusive. Potency is read from the fitted curve at half-maximal effect.
SMILES,MBNL1 CUG block,BRCA1 expr up,p53 reactivator,Rab9 prom act,uPA surface inh,FLuc modulator,NPC1 prom act,ELG1 genotox,RORg inh,Gal4-VP16 FLuc
CSCC(C)N1CCC(n2nccc2NC(=O)CCOc2ccccc2)CC1 (stereo not given),-9%,-17%,8%,-2%,0%,4%,-4%,2%,5%,-6%
Cc1cccc(/C=N/NC(=O)CNc2cccc3ccccc23)n1,33%[activator],-44%,?,2%,?,?,5%,?,14µM*,?
Nc1cc(=O)[nH]c(SCC(=O)NC2CCCCCCC2)n1,/,21%,-3%,/,-2%,/,/,0%,/,/
CCCCn1c(N)c(N(CC)C(=O)CCNC(=O)NC23CC4CC(CC(C4)C2)C3)c(=O)[nH]c1=O,0%,-13%,-5%,5%,9%,4%,-3%,4%,23%,-11%
CCOC(=O)c1c(S(=O)(=O)NCC(C)c2ccccc2)c(C)n(C)c1C (stereo not given),7%,-17%,-4%,0%,2%,0%,-4%,0%[9.26 µM],-2%,1%
CCCCn1c(N)c(N(CCOC)C(=O)c2ccc(S(=O)(=O)N(CC)c3ccccc3)cc2)c(=O)[nH]c1=O,/,-7%,-8%,-6%,8%,-1%,-1%,0%,/,/
CCCn1c(SC(C)C(=O)NC2CCCC2)n[nH]c1=O (stereo not given),/,-10%,7%,4%,6%,3%,1%,2%,/,/
CC1CC(C)CN(CC(=O)Nc2cc(S(=O)(=O)N3CCOCC3)ccc2N2CCCC2)C1 (stereo not given),/,-20%,-2%,-4%,-12%,2%,0%,-3%,/,/
Cc1ccccc1C1NC(=O)c2ccccc2O1 (stereo not given),-11%,13%,/,-5%,10%,-1%,0%,-16%,82%,10%
Cc1ccc(S(=O)(=O)N2CCN=C2SCc2cccnc2)cc1,-7%,47%,12%,-6%,12%,-10%,-2%,0%,0%,-1%
COc1ccc(Cc2nnc(NC(=O)c3cccc([N+](=O)[O-])c3)s2)cc1,7%,14%,4%,2%,2%,-10%,5%,2%,?,-29%
C/C(CCc1ccc2c(c1)OCO2)=N\NC(=O)c1ccccc1Br,0%,13%,10%,-5%,-1%,5%,0%,2%,?,26%
CC(C)c1ccc(NC(=O)C(c2ccccc2)N2CCC3(CC2)OCCO3)cc1 (stereo not given),1%,0%,-18%,4%,1%,-7%,-3%,-1%,35%,4%
O=C(NCCOc1nc(N2CCOCC2)nc(N2CCOCC2)n1)Nc1ccc(Cl)cc1,1%,-19%,-2%,-3%,/,9%,-2%,-1%,8%,0%
CC(=O)Oc1ccccc1C(=O)NC(C)CCc1ccccc1 (stereo not given),-10%,-9%,0%,-4%,4%,-6%,7%,0%,?,?
N#CC(=C1N=c2ccccc2=N1)c1c(O)[nH]c2ccccc12,-4%,/,4%,16%,/,?,12%,21%,?,?
COc1cc(S(=O)(=O)n2c(C)nc3ccccc32)ccc1F,-6%,-58%,3%,1%,-13%,3%,-3%,5%,-31%,-9%
CC(=O)Nc1ccc(CN2CCN(Cc3ccc(F)c(F)c3)C(CCO)C2)cc1 (stereo not given),-9%,-3%,1%,1%,1%,1%,-7%,2%,-17%,-6%
Cc1ccc(S(=O)(=O)N2CCCC2)cc1C(=O)NCc1ccccc1CN1CCCC1,/,6%,-6%,-2%,7%,2%,0%,-3%,/,/
Cn1c(=O)c2c(nc(N3CCc4ccccc4C3)n2Cc2ccccc2F)n(C)c1=O,1%,-40%,-7%,2%,0%,?,-2%,-9%,?,7%
Cc1ccc(S(=O)(=O)NCCC(=O)OCC(=O)N(Cc2ccccc2)C(C)(C)C)cc1C,/,-8%,-2%,-6%,2%,-1%,-6%,11%,/,/
CC(C)(C)CC(=O)Nc1cc(S(=O)(=O)N2CCCCCC2)ccc1Cl,5%,-23%,-2%,-3%,-7%,-1%,-1%,0%,3%,-4%
CCCS(=O)(=O)c1nc(S(=O)(=O)c2ccc(C)cc2)c(N2CCCC(C)C2)s1 (stereo not given),5%,-26%,1%,-6%,-1%,0%,-1%,-7%,9%,6%
COCc1cc(Sc2ccc(Br)cc2)nc(-c2ccccc2)n1,2%,-27%,13%,2%,3%,1%,0%,0%,?,-5%
COc1ccc(C(=O)OCC(=O)Nc2ccc3[nH]c(=O)[nH]c3c2)cc1,/,8%,-3%,-6%,4%,6%,2%,3%,/,/
COc1ccc(NC(=O)CSC2=NC(=O)CC(C)=N2)cc1,-8%,0%,3%,0%,-13%,2%,3%,1%,-11%,-4%
Cc1ccc(S(=O)(=O)NNC(=O)c2ccc3ccccc3n2)cc1,?,-21%,/,4%,3%,0%,-2%,1%,/,/
Cc1[nH][nH]c(=O)c1C=NCc1ccc(Cl)cc1,3%,-17%,1%,3%,-3%,-1%,-5%,1%,6%,18%
Clc1ccc(CNc2nnnn2-c2ccccc2)c(Cl)c1,7%,-19%,0%,8%,-4%,0%,0%,-4%,40%,-6%
NNC(=O)COc1ccc(-c2n[nH]c(C(F)(F)F)c2-c2ccc(Br)cc2)c(O)c1,-5%,-6%,8%,-4%,4%,-19%,1%,-1%,?,?

# Brought forward from above: two compounds, then new ones.
SMILES,MBNL1 CUG block,BRCA1 expr up,p53 reactivator,Rab9 prom act,uPA surface inh,FLuc modulator,NPC1 prom act,ELG1 genotox,RORg inh,Gal4-VP16 FLuc
Clc1ccc(CNc2nnnn2-c2ccccc2)c(Cl)c1,7%,-19%,0%,8%,-4%,0%,0%,-4%,40%,-6%
NNC(=O)COc1ccc(-c2n[nH]c(C(F)(F)F)c2-c2ccc(Br)cc2)c(O)c1,-5%,-6%,8%,-4%,4%,-19%,1%,-1%,?,?
CN1CCC(=C(c2ccc(Cl)cc2)c2ccccn2)CC1,-4%,-25%,-5%,0%,?,-1%,-4%,0%,-4%,-3%
CCOC(=O)N1CCC(NC(=O)CSCc2nc(-c3ccccc3Cl)oc2C)CC1,-6%,0%,-2%,0%,-3%,-18%,-2%,-7%,14%,-10%
CCCCCCCCCc1nc2sc3c(c2c(=O)n1NC(=O)c1ccc([N+](=O)[O-])cc1)CC(C)(C)OC3,6%,-73%,10%,-7%,4%,5%,-7%,-2%,?,?
CC(C)CC1NC(=O)N(CC(=O)Nc2ccc3c(c2)OCCO3)C1=O (stereo not given),/,9%,-1%,1%,3%,/,-1%,0%,/,/
COCc1c(C#N)c(NCCc2ccccc2)nc(C)c1[N+](=O)[O-],-5%,-71%,-9%,-5%,-2%,7%,9%,3%,-8%,5%
Cc1c(NC(=O)c2cccs2)cccc1C(=O)O,5%,83%,9%,?,3%,15µM*,?,12%,2%,5%
COc1ccc(N2CCN(C(=O)c3ccc(CS(=O)Cc4ccc(C)cc4)o3)CC2)cc1 (stereo not given),-3%,10%,-4%,0%,-4%,0%,1%,-7%,14%,15%
FC(F)(F)c1nc(N2CCCC2)ncc1-c1nnnn1-c1ccccc1,1%,-68%,-6%,-13%,-5%,6%,-8%,-7%,44%,?
O=C(Nc1cccc(Cl)c1)Nc1cccc(Cl)c1,2%,23%,?,11%,1%,?,13%,-3%,?,-14%
COc1ccc(C(=O)N(Cc2nc(-c3ccc(C)cc3)no2)C2CCCCC2)cc1OC,1%,-42%,-21%,-9%,-5%,-1%,-1%,-22%,-18%,-9%
O=C(COC(=O)/C=C/c1ccc(F)cc1)Nc1cc(C(F)(F)F)ccc1N1CCOCC1,12%,-2%,-7%,0%,1%,6%,1%,-4%,-13%,-10%
Nc1ccc(S(=O)(=O)Nc2nccc(/C=C/c3cccc(Br)c3)n2)cc1,6%,-63%,-5%,9%,?,3%,0%,-7%,-20%,20%
Cc1ccc(S(=O)(=O)CCC(=O)Nc2nc(-c3ccccn3)cs2)cc1,/,-33%,1%,-6%,?,-6%,-1%,-3%,/,/
CC1(C)Cc2c(c(N3CCOCC3)nc3sc4c(NCc5ccco5)nnnc4c23)CS1,1%,-19%,-6%,-11%,-9%,4%,-8%,-10%,-2%,-14%
CCOc1ccc(-n2c(C)nc(O)c2N=Nc2ccccc2)cc1,-7%,-26%,0%,7%,2%,-17%,5%,5%,27%,-18%
Cc1ccc(-c2nc(N/N=C/c3ccncc3)c3ccccc3n2)cc1,0%,-58%,21%,2µM*,?,0.076µM*,?,?,?,0.28µM*
CCC(C)NS(=O)(=O)c1cc2c3c(c1)CCN3C(=O)CC2 (stereo not given),4%,1%,6%,3%,3%,2%,0%,-1%,-6%,-9%
CN(C)S(=O)(=O)c1cc(NC(=O)c2ccc(-n3ccnc3)c([N+](=O)[O-])c2)ccc1Cl,?,-22%,2%,-24%,3%,?,-13%,-27%,?,?
CCc1ccc(NC(=O)COC(=O)/C=C/c2ccco2)cc1,/,9%,?,/,5%,/,/,9%,/,/
CC1CCCCN1C(=O)CSc1nc(N)cc(=O)[nH]1 (stereo not given),-4%,-5%,-5%,-2%,-1%,0%,0%,3%,-15%,-1%

# Bioassay records (PubChem)
